PAFAH1B3 inh: blocks human PAF acetylhydrolase 1B catalytic subunit 3. inhibition, % at 3.39 µM. recombinant PAFAH1B3, FP-rhodamine probe, fluorescence polarization. Q15102. 340,000 tested, 0.28% active;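 active = inhibition above the screen-wide average of all tested compounds plus 3 SD, cut at about 25% in these data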;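 note: 0% = enzyme with DMSO only and 100% = wells lacking PAFAH1B3 protein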
Target sequence (Q15102 whole entry, looked up): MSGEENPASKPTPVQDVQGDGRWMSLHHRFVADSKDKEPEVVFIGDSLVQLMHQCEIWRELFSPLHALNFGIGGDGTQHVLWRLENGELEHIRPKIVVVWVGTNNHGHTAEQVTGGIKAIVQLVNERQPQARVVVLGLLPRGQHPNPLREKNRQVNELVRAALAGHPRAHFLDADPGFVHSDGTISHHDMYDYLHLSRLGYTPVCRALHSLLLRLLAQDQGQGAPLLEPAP
PAD4 FP inh: PAD4 (human) enzyme inhibition | 330,000 tested, 0.41% active | inhibition, % at 6.36 µM | Q9UM07 | recombinant PAD4, RCA probe fluorescence polarization;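 active = percent inhibition above a cutoff equal to the mean of all tested compounds plus 3 SD, cut at about 15% in these data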;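 note: 0% = PAD4 with RCA probe and DMSO and 100% = probe without PAD4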
pPAFAH inh: inhibitors of human plasma PAF acetylhydrolase (pPAFAH); Q13093; recombinant pPAFAH, FP-rhodamine probe fluorescence polarization; inhibition, % at 3.39 µM; 330,000 tested, 1.5% active; AID 463082;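 active = inhibition above the mean inhibition across the screen plus 3 SD, cut at about 25% in these data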;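 note: inhibitors block binding of the rhodamine activity-based probe so polarization drops; 0% = enzyme with DMSO and 100% = wells lacking pPAFAH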
Target sequence (Q13093 whole entry, looked up): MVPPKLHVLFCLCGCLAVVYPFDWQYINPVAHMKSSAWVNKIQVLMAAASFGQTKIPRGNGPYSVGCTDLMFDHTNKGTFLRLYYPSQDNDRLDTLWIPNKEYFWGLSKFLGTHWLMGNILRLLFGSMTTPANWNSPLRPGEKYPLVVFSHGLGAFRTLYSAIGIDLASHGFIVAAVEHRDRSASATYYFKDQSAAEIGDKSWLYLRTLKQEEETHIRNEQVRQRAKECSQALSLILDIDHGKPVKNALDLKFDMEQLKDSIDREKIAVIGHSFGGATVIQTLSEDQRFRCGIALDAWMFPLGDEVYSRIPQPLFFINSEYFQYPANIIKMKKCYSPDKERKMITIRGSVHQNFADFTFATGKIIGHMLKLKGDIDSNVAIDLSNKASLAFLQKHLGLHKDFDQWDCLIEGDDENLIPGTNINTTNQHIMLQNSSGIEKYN
PAFAH1B2 inh: PAFAH1B2 (human) inhibition; P68402; recombinant PAFAH1B2, FP-rhodamine activity probe, fluorescence polarization; inhibition, % at 3.39 µM; 340,000 tested, 1.2% active; AID 492953;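 active = inhibition above the mean of all tested compounds plus 3 SD, cut at about 24% in these data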;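 note: 0% = enzyme with DMSO and 100% = wells lacking PAFAH1B2; many of its hits are not listed in these tables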
PAFAH2 FP inh: inhibitors of human PAFAH2 | recombinant PAFAH2, FP-rhodamine activity probe, fluorescence polarization | inhibition, % at 3.39 µM | Q99487 | 340,000 tested, 0.99% active;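 active = inhibition above the mean over all tested compounds plus 3 SD, cut at about 30% in these data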;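 note: inhibitors block probe labeling of enzyme so polarization drops; 0% = enzyme with DMSO and 100% = wells lacking PAFAH2 protein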
LYPLA2 counter: blocks human lysophospholipase 2, a PME1 counter-screen; O95372; 320,000 tested, 0.38% active; inhibition, % at 5.9 µM; recombinant LYPLA2, FP-Rh probe fluorescence polarization;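 active = inhibition above the screen-wide mean plus 3 SD, limit set per campaign, cut at about 26% in these data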;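 note: 0% = LYPLA2 with DMSO and 100% = wells lacking LYPLA2 enzyme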
Target sequence (O95372 whole entry, looked up): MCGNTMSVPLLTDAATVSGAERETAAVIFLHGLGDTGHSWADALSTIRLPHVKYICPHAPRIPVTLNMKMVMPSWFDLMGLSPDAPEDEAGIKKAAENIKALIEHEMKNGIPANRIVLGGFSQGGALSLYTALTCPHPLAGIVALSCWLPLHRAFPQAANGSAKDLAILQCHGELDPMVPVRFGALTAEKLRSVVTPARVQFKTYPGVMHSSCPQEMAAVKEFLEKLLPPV
LYPLA1 inh: LYPLA1 (human) inhibition in PME1 counter-screen | inhibition, % at 5.9 µM | O75608 | recombinant LYPLA1, FP-Rh probe fluorescence polarization | 320,000 tested, 0.16% active | AID 2174;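 active = inhibition above the mean of all tested compounds plus 3 SD, set per campaign, cut at about 14% in these data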;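 note: inhibitors block serine hydrolase probe labeling of LYPLA1 so polarization falls; 0% = enzyme with DMSO and 100% = wells lacking LYPLA1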
GSTO1 counter: GSTO1 inhibition, counter-screen for RBBP9 inhibitors; P78417; recombinant GSTO1, activity-based probe fluorescence polarization; inhibition, % at 5.96 µM; 300,000 tested, 1.1% active; AID 1974;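 active = inhibition above the campaign mean inhibition plus 3 SD, cut at about 35% in these data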;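 note: 0% = GSTO1-1 with DMSO and 100% = wells lacking GSTO1-1 enzyme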
PREPL inhibitor: inhibitors of human prolyl oligopeptidase-like enzyme PREPL; 320,000 tested, 0.68% active; recombinant PREPL, fluorescence polarization activity-based probe; Q4J6C6; inhibition, % at 5.96 µM; in the data active = inhibition above about 43%;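 note: 0% = enzyme with DMSO and 100% = wells lacking enzyme; many of its hits are not listed in these tables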
Active calls of the source: *; . = no result given. A portion of the library; rates above refer to the full screens.

SMILES	PAFAH1B3 inh	PAD4 FP inh	pPAFAH inh	PAFAH1B2 inh	PAFAH2 FP inh	LYPLA2 counter	LYPLA1 inh	GSTO1 counter	PREPL inhibitor
CCOC(=O)c1ccccc1NC(=O)Cc1c(C(=O)O)n(C)c2ccccc12	13.2	-2.5	3.8	12.6	7.7	-3.0	-0.7	-5.2	8.2
CCOC(=O)CC1C(=O)NCCN1S(=O)(=O)c1cccc(C(F)(F)F)c1 (stereo unspecified)	0.2	1.0	3.8	0.2	1.0	-2.0	-2.9	0.1	-5.7
COCCNC(=S)NC12CC3CC(CC(C3)C1)C2	5.4	-2.4	0.3	8.2	5.6	7.3	1.8	8.9	4.3
COc1ccccc1OCCSc1nc2ccccc2n1CCC(=O)O	-1.0	-4.5	4.7	0.7	-1.0	5.2	3.5	2.0	7.3
CN(C)S(=O)(=O)c1ccc(NC(=O)c2cccnc2)cc1	4.9	-2.8	3.1	0.1	-8.1	6.0	4.1	-0.1	5.6
Cc1cccc(C)c1OCC(=O)Nc1ccc2c(c1)C(=O)NC2=O	-0.2	-1.5	-7.5	-1.5	4.4	2.3	0.5	0.1	-5.7
O=C(C[n+]1cc(-c2ccccc2)n2c1CCC2)c1cccs1	4.1	-2.1	-1.6	4.0	-1.8	3.3	-4.6	-3.0	-4.0
Cc1c(Cl)cnc(NC(=O)COC(=O)c2cccc(S(=O)(=O)N3CCc4ccccc4C3)c2)c1Cl	-9.2	3.8	17.2	8.7	3.7	-9.9	-8.9	3.5	2.5
CCN1CCN(CC(O)COCc2cc(OC)c(OC)c(OC)c2)CC1 (stereo unspecified)	-1.6	-5.2	3.8	7.7	-3.7	6.5	-0.4	-10.0	-1.3
Clc1ccc(OCc2nc(-c3ccncc3)no2)cc1	6.3	-5.0	-1.7	26.9*	7.7	12.0	4.5	2.4	18.8
Nc1ccc(O)cc1	.	52.0*	37.6*	.	.	8.9	7.0	97.8*	41.1
CCOC(=O)C(C(=O)Nc1nccs1)C1CCCCC1 (stereo unspecified)	3.4	-2.0	-4.9	3.0	0.0	-7.8	-2.9	6.4	-2.5
Cc1ccc(NC(=O)CCn2cnc3ccccc3c2=O)cc1	3.8	0.3	3.9	0.0	-0.3	-3.9	-3.4	3.5	-3.8
O=C(NCCc1ccccc1)c1ccc2nc(N3CCOCC3)sc2c1	4.8	-0.2	3.7	8.8	13.4	7.4	0.2	-2.7	11.7
COc1ccc(-n2nc3c(c2NC(=O)COc2ccccc2F)CS(=O)(=O)C3)cc1	4.3	2.2	8.1	6.7	0.3	1.9	1.6	1.7	-16.2
O=C(NCCCN1CCN(c2ccccc2F)CC1)C1CCC(=O)N1C1CCCCC1 (stereo unspecified)	-3.0	-3.5	3.4	-6.1	6.7	-0.1	-0.3	-2.6	27.3
COc1cc(OC)cc(C(=O)Nc2ccc3c(c2)n(C)c(=O)n3C)c1	4.7	-3.9	2.0	2.0	-5.1	-2.2	1.3	-2.9	-4.5
CCOc1cc(C(=O)N2CCC(CC3CC(c4cccc(Br)c4)=NO3)(C(=O)NCC3CCCCC3)CC2)cc(OCC)c1OCC (stereo unspecified)	12.8	-1.1	18.5	6.6	-3.6	-10.2	-8.0	-7.5	2.5
CC(=O)O[C@@H]1[C@H](OC(=O)CC(C)C)c2c(ccc3ccc(=O)oc23)OC1(C)C	-7.4	11.1	-10.1	2.2	7.7	-8.6	-3.4	-2.8	-6.1
Cc1ccc(C(=O)N(CCN(C)C)CC2CCCN(Cc3ccccc3F)C2)cc1C (stereo unspecified)	7.2	0.5	-1.6	0.6	-2.2	-0.3	-0.3	2.2	-19.7
COc1ccc(-c2nc3ccccc3c(=O)n2CCc2ccc(O)cc2)cc1	7.1	-2.7	1.8	4.2	-2.2	-5.4	-2.3	1.5	2.4
O=C1C(Cl)=C(Nc2ccccc2)C(=O)c2ccccc21	26.0*	1.6	3.7	10.7	15.5	6.0	2.2	101.8*	5.1
Cn1c(CCc2ccccc2)nnc1SCC(=O)N1CCCC1	9.2	3.1	-0.3	-1.2	2.0	-0.8	-2.9	4.0	-1.8
CCCCC(=O)Nc1cccc(C(C)O)c1 (stereo unspecified)	.	-4.5	-3.0	.	.	-3.2	-1.8	-3.6	5.4
O=S(=O)(c1ccccc1)C1(C2CC(c3ccccc3)=NO2)CC(O)C1 (stereo unspecified)	10.7	3.2	6.2	-0.8	6.7	2.5	-1.6	4.7	-0.6
O=C(Oc1cccc2ccccc12)c1cc(Cl)nc2ccccc12	5.3	5.3	-0.8	-0.8	5.7	-1.5	-4.3	-3.4	0.2
O=C1CCC([N+](=O)[O-])C(c2ccc(C(F)(F)F)cc2)N1 (stereo unspecified)	9.9	0.3	-1.6	-1.2	0.8	2.0	0.2	-0.3	7.6
NS(=O)(=O)c1ccc(CCNC(=O)c2ccc3c(c2)OCCO3)cc1	4.0	5.8	0.1	-0.1	3.2	3.1	4.0	8.3	4.6
COc1c(C)cc(C(=O)C2CCCN(C(=O)CCCn3cncn3)C2)cc1C (stereo unspecified)	-0.8	1.1	-1.7	-0.8	4.1	1.8	-1.3	-6.8	-8.2
CCCc1cnc(N2CCN(S(C)(=O)=O)CC2)nc1	5.3	4.5	-1.8	5.3	-2.9	4.8	-0.6	-1.2	-6.7
CCc1onc(C)c1C(=O)Nc1cc(C)ccc1OC	0.5	-2.7	0.1	-9.4	-7.9	-1.4	-3.1	2.9	-1.5
COc1ccccc1Cn1c(=S)[nH]c2cc(C(=O)NCC3CCCO3)ccc2c1=O (stereo unspecified)	1.5	-1.4	1.2	0.7	5.0	-3.9	-2.2	11.7	-12.5
COC(=O)c1c(C(=O)OC)c2n(c1C)CCC2	8.6	-3.6	4.5	9.1	-0.3	1.8	1.6	-5.5	-0.5
Cc1nnc(Nc2ccc3c(c2)ncn3C)c2ccccc12	0.9	-1.9	4.5	-2.3	2.2	-2.4	2.1	-0.1	-1.0
O=C(Nc1ccc(CN2CCCCC2)cc1)Nc1ccccc1Cl	8.4	-6.3	3.3	-1.3	0.8	-5.2	-5.3	2.0	-6.8
COc1ccccc1Oc1cc(F)nc(N)n1	11.9	-1.1	1.7	-2.1	4.2	-2.3	-1.8	-2.4	1.1
CC(C)=CC(=O)N1CCC(N2CCC(C(=O)NCC3CCCO3)CC2)CC1 (stereo unspecified)	3.3	-2.9	6.3	5.0	3.5	2.5	0.2	2.9	7.4
CCCCOc1ccc(/C=C/C(=O)N(CC)CC(=O)Nc2ccc3c(c2)OCCO3)cc1OC	-0.9	0.4	7.4	-8.2	-1.1	-4.7	-4.5	-1.6	5.3
CCOc1c(C)cnc2c1c(=O)n(Cc1ccc(Cl)cc1)c(=O)n2C	-3.6	0.6	-0.7	2.1	0.3	6.2	1.2	-0.8	12.2
CS(=O)(=O)c1ccc(CNC(=O)C2(C(F)(F)F)C/C(=C/CCO)CCCO2)cc1 (stereo unspecified)	1.2	3.8	5.8	4.1	-6.8	-1.7	1.8	-2.9	5.4
CCCN(CCC)S(=O)(=O)c1ccc(C(=O)NCc2ccco2)cc1	6.1	-1.1	-0.9	4.0	2.1	-1.2	1.0	0.1	3.9
COc1cc(/C=N/Nc2nc(C)cc(=O)[nH]2)cc(OC)c1O	1.3	-2.3	-8.8	1.8	5.3	-9.7	-5.6	24.6	6.5
CCOC(=O)CSc1nnc(NC(=O)c2ccco2)s1	-0.3	-1.8	-9.4	1.4	3.5	-8.2	-0.7	-0.4	7.0
CCCn1nnc(NC(=S)NC(=O)/C=C/c2ccco2)n1	4.0	-2.6	26.3*	3.5	12.5	-5.5	-1.7	9.7	16.3
COc1ccc(-c2cc(C(=O)N3CC4(C)CC3CC(C)(C)C4)no2)cc1OC (stereo unspecified)	8.1	-8.3	-3.1	5.6	-9.6	-5.5	0.2	1.3	4.0
COc1ccc(N2CCN(C(c3cccs3)C(C)NC(=O)c3ccco3)CC2)cc1 (stereo unspecified)	2.0	3.4	6.8	1.2	8.0	17.8	2.3	-4.9	4.0
COc1ccc2[nH]c3c(C)c4ccncc4c(C)c3c2c1	5.5	-0.5	10.0	6.3	6.0	2.6	4.8	12.0	33.4
COc1ccc(C(=O)Nc2cc(C)c(NC(=O)c3ccccn3)cn2)cc1	1.2	-3.7	2.0	5.0	-6.4	-3.2	-2.4	4.1	-7.0
CC(C)Oc1ccc(Cc2cnc(N)nc2N)cc1	-6.9	-2.4	1.8	0.6	-5.3	7.7	4.7	3.0	1.9
Cc1ccc(-c2ccc(/C=C3\C(=O)ON=C3c3ccccc3)o2)c([N+](=O)[O-])c1	4.8	-6.2	19.3	12.1	31.7*	6.0	5.9	30.7	14.1

Single records, from the list above:
`COCCNC(=S)NC12CC3CC(CC(C3)C1)C2` across the screens: PAFAH1B3 inh: 5.4; PAD4 FP inh: -2.4; pPAFAH inh: 0.3; PAFAH1B2 inh: 8.2; PAFAH2 FP inh: 5.6; LYPLA2 counter: 7.3; LYPLA1 inh: 1.8; GSTO1 counter: 8.9; PREPL inhibitor: 4.3
`O=C(Nc1ccc(CN2CCCCC2)cc1)Nc1ccccc1Cl` across the screens: PAFAH1B3 inh: 8.4; PAD4 FP inh: -6.3; pPAFAH inh: 3.3; PAFAH1B2 inh: -1.3; PAFAH2 FP inh: 0.8; LYPLA2 counter: -5.2; LYPLA1 inh: -5.3; GSTO1 counter: 2.0; PREPL inhibitor: -6.8

(list continues)
SMILES	PAFAH1B3 inh	PAD4 FP inh	pPAFAH inh	PAFAH1B2 inh	PAFAH2 FP inh	LYPLA2 counter	LYPLA1 inh	GSTO1 counter	PREPL inhibitor
O=C(Nc1cccc(Cl)c1N1CCCC1)c1cc2ccccc2o1	8.1	-5.9	4.3	-4.3	-6.0	-5.3	-4.9	-1.6	-6.2
Cc1cc(C2=NNC(=NC3CC3)SC2)c(C)n1Cc1ccco1	0.7	-6.2	18.5	-0.1	0.1	-6.5	-5.4	7.2	27.1
O=C(COc1ccccc1)Nc1ccc(CN2CCCCC2)cc1	4.1	-2.1	2.6	2.5	0.5	0.7	-1.7	-5.9	12.3
CCOc1ccc(N=C2NN=C(c3cc(C)n(CC4CCCO4)c3C)CS2)cc1 (stereo unspecified)	11.2	-1.0	8.5	1.7	-46.0	-1.5	-2.0	-3.0	9.9
CCOC(=O)C(C)NC(=O)c1cn(-c2ccc(OC)cc2)c(=O)c2ccccc12 (stereo unspecified)	14.3	-5.0	-2.5	0.6	2.2	4.8	3.3	-3.7	-1.7
CCC(C(=O)OC(C)C)c1ccc2ccccc2c1 (stereo unspecified)	0.9	-5.0	0.4	2.4	4.4	-2.3	-1.9	.	-3.9
O=C(NCc1ccccc1F)C1CCN(C(=O)NCc2ccccc2)CC1	6.2	-5.2	-2.3	-1.2	-6.4	-1.0	-7.8	0.8	-2.2
CC(=O)N(/N=C/c1ccc(C)cc1)c1nc(CCl)cs1	6.0	2.4	1.1	4.3	-1.1	-2.1	2.0	20.6	1.3
Cc1sc2nc(-c3ccncc3)[nH]c(=O)c2c1-c1ccccc1	.	-2.8	1.0	.	.	-1.6	0.4	2.9	-12.3
CC(C)CN1C(=O)/C(=C/c2cccs2)NC1=S	5.6	-3.0	3.2	3.5	3.0	5.0	0.7	-3.6	-11.4
Cc1cccc(N(C(=O)c2csnn2)C(C(=O)NCc2ccccc2)c2cccs2)c1 (stereo unspecified)	6.4	-0.5	0.3	6.1	12.5	1.1	0.6	-4.4	20.9
Cn1c(N)c(C(=O)COC(=O)c2ccc(Cl)c(S(=O)(=O)N3CCCC3)c2)c(=O)n(C)c1=O	4.0	-0.6	0.1	6.4	2.4	2.2	1.8	-2.6	24.0
